Bioassay records (PubChem)
HT1080 viability – cytotoxicity in HT1080 fibrosarcoma cells, cell-based, fluorescence readout (AID 620) | 87,000 compounds, 0.42% hits | HT1080 viability, fluorescence; higher % means a stronger effect | cytotoxicity, % at 10 µM, or EC50 in µM where a hit was titrated;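 further: cells exposed to compound overnight then 4 h with Alamar Blue; 0% = vehicle DMSO and 100% = killing control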
Spn DPM-DC inh – blocks S. pneumoniae diphosphomevalonate decarboxylase; purified DPM-DC, PK/LDH coupled NADH fluorescence; calls only at 10 µM; 65,000 compounds, 0.49% hits;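 active means the 320 compounds with the highest percent inhibition in the single-dose primary screen, excluding strongly autofluorescent ones, cut at about 32% in these data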;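 further: kinetic rate of NADH fluorescence loss reporting ADP formed by the decarboxylase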
Spn PMK inh – inhibitors of Streptococcus pneumoniae phosphomevalonate kinase. purified PMK, PK/LDH-coupled NADH absorbance 340 nm. inhibition, % at 10 µM. 65,000 compounds, 0.49% hits;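 active means top-ranked compounds by inhibition in the single 10 µM screen, taking a fixed number of the strongest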;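 further: 0% = full reaction with DMSO carrier and 100% = background rate without enzyme reaction; no value below 0 was filed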
HPDE-C7 cytotoxicity – cytotoxicity in HPDE-C7 cells, cell-based, fluorescence, HTS (AID 430). 63,000 compounds, 1.8% hits. cytotoxicity, % at 10 µM; hits with a dose series show EC50 in µM. HPDE-C7 pancreatic duct cells viability, fluorescence; higher % means a stronger effect;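 further: cells exposed to compound for 48 hours before viability readout; 0% = vehicle and 100% = reference cytotoxic drug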
Bfl-1 inhibitors – Bfl-1 inhibitors, primary screen, biochemical, fluorescence polarization, FITC-Bid, mouse (AID 432) | FITC-Bid BH3 peptide fluorescence polarization displacement; higher % means a stronger effect | 64,000 compounds, 0.02% hits | displacement, % at 20 µM; hits with a dose series show IC50 in µM; in the data active means a potency from the dose series; inactive means the rest, 99 in 100 with displacement below about 15%; further: strong numbers were not always called active
MK inhibit – blocks S. pneumoniae mevalonate kinase | purified MK, PK/LDH-coupled NADH absorbance 340 nm | inhibition, % at 10 µM | 65,000 compounds, 0.48% hits | AID 555;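 active means ranked among the strongest by inhibition in the single 10 µM screen, a fixed top-ranked set picked for dose follow-up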; further: no value below 0 was filed
TNAP inhibition – human TNAP enzyme inhibitors, biochemical, luminescent (AID 518); purified TNAP enzyme, luminescent substrate readout; higher % means a stronger effect; one-dose inhibition, % at 20 µM; IC50 in µM for titrated hits; 64,000 compounds, 0.09% hits; in the data active means a potency from the dose series; inactive means the rest, 99 in 100 with inhibition below about 22%;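 further: plate controls were vehicle for no effect and reference inhibitor for full effect; many of its hits are not listed in these tables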
LYP phosphatase – inhibition of human PTPN22 tyrosine phosphatase – biochemical, DiFMUP fluorescence, recombinant catalytic domain, 10 µM, primary screen (AID 606); 52,000 tested, under 10 active; inhibition, % at 10 µM; hits with a dose series show IC50 in µM; recombinant LYP catalytic domain, DiFMUP fluorescence; higher % means a stronger effect;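 active means IC50 under 40 µM in the dose-response test; inactive means IC50 of 40 µM or more, or never dose-tested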
KRASV12 cytotoxicity – cytotoxicity in KRAS-transformed pancreatic duct cells, primary screen, cell-based, fluorescence, HTS (AID 431). 63,000 compounds, 1.7% hits. HPDE-C7K KRASV12 cells, Alamar Blue viability, 48 h; higher % means a stronger effect. cytotoxicity, % at 10 µM; hits with a dose series show EC50 in µM;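 active means compounds whose percent cytotoxicity in the single-dose primary screen, scaled between solvent and toxic-drug controls, exceeds 50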;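 further: 0% = DMSO solvent wells and 100% = doxorubicin-treated wells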
Spn PMK inh pilot replicates – also measured in Spn PMK inh; calls as there; inhibition, %; measured here: pilot screen replicates
MK inhibit pilot replicates – recorded beside MK inhibit, whose call it bears; inhibition, %; measured here: pilot screen replicates
Spn DPM-DC inh pilot screen % – second read-out of Spn DPM-DC inh, no call of its own (marks repeat the call); inhibition, %; measured here: pilot screen trials
Active calls of the source: *; i = inactive; . = not tested or not shown. Unless noted, no stated cut-off is given here; in the data, active means cytotoxicity above about 50%; inactive means the rest. No enrichment for hits; overall some 3.5% were active at least once.

SMILES	HT1080 viability	Spn DPM-DC inh	Spn PMK inh	HPDE-C7 cytotoxicity	Bfl-1 inhibitors	MK inhibit	TNAP inhibition	LYP phosphatase	KRASV12 cytotoxicity	others
CC(C)CCn1c(=O)c2ccccc2n2c(CN3C(=O)NC4(CCC(C)CC4)C3=O)nnc12 (stereo not given)	1%	i	15	2%	5%	0	10%	14%	-1%
Cc1ccc(O)c(NC(=O)C2CC(c3c(F)cccc3Cl)=NO2)c1 (stereo not given)	0%	i	8	22%	2%	9	5%	6%	15%
Cc1csc2nc(CSc3nc4ccccc4o3)cn12	2%	i	8	18%	1%	0	11%	2%	10%
O=c1c2[nH]c3ccccc3c2ncn1CCCn1ccnc1	2%	i	0	-5%	-5%	4	17%	7%	-6%	Spn PMK inh pilot replicates=7.0;MK inhibit pilot replicates=4.0;Spn DPM-DC inh pilot screen %=4.5
Cn1c2ccc(Cl)cc2c2nc3ccccc3nc21	-3%	i	0	0%	-5%	4	10%	-26%	-3%
Cc1ccc(-c2nnc3sc(-c4ccc5c(c4)OCCO5)nn23)cc1	0%	i	4	4%	-1%	4	9%	7%	-3%
CCCC(=O)Nc1cccc(-c2nc3cc(C)c(C)cc3o2)c1	-5%	i	2	2%	-1%	7	7%	12%	13%
COc1ccc(NC(=O)NCc2ccccn2)cc1OC	6%	i	1	2%	-4%	3	3%	10%	3%
CCOc1ccc(C2N(c3ccc(F)cc3)C(=O)C3CCCN32)cc1 (stereo not given)	2%	i	10	8%	0%	12	5%	-4%	0%
COc1ccc2c(c1)c1ncn(Cc3ccco3)c(=O)c1n2C	-2%	.	9	5%	0%	7	6%	10%	14%
COc1cc(OC)cc(C(=O)NCC(=O)N2CCCCC2)c1	8%	i	0	-7%	-3%	0	7%	.	-6%
COc1ccccc1NC(=O)CC1C(=O)NCCN1C(=O)Nc1ccc(Cl)c(Cl)c1 (stereo not given)	8%	i	2	13%	4%	6	9%	-4%	19%
CCCn1c(SCC(=O)NCc2ccco2)nnc1C(C)C	-23%	i	13	0%	-2%	5	12%	6%	-11%
CSc1cccc(NC(=O)CN(c2ccc(C)cc2C)S(C)(=O)=O)c1	0%	i	0	2%	-4%	1	4%	0%	2%
COc1cccc(-c2cc(C(=O)N3CCCCCC3)no2)c1	-9%	i	0	-10%	2%	3	18%	-9%	-9%	Spn PMK inh pilot replicates=3.0;MK inhibit pilot replicates=1.5;Spn DPM-DC inh pilot screen %=0.0
O=C(NCC(=O)N(CC1CCCO1)C(C(=O)NC1CCCCC1)c1ccc(F)cc1)c1ccco1 (stereo not given)	-3%	i	12	-11%	-3%	10	1%	10%	-16%
Cc1ccc(S(=O)(=O)Cc2csc(N)n2)cc1	-3%	i	14	-17%	1%	6	5%	8%	-17%
COc1ccccc1CNC(=O)CCCn1c(=O)c2ccccc2n(CC(=O)NC2CCCC2)c1=O	.	i	9	-7%	-11%	0	0%	.	-4%
CCOC(=O)c1[nH]c2c(c1C)C(=O)CC(c1ccc(F)cc1)C2 (stereo not given)	70%*	i	0	70%*	3%	4	5%	11%	58%*
CCc1ccc(NS(=O)(=O)c2cc(OC)ccc2OC)cc1	-4%	i	12	-8%	-2%	9	14%	.	2%
COc1ccc(C(=O)NCCCCCC(=O)O)cc1OC	4%	i	0	-11%	-1%	7	12%	0%	10%	Spn PMK inh pilot replicates=2.0;MK inhibit pilot replicates=0.0;Spn DPM-DC inh pilot screen %=2.5
CCOC(=O)c1c(NS(C)(=O)=O)sc2c1CCC(C)C2 (stereo not given)	-9%	i	4	8%	-8%	8	8%	.	14%
O=c1cc(-c2ccncc2)oc2ccccc12	10%	i	0	2%	-12%	6	11%	7%	3%
Cn1c(=O)cc(OCC(=O)NCCCN2CCN(c3cccc(Cl)c3)CC2)c2ccccc21	2%	i	0	28%	7%	4	14%	8%	36%	Spn PMK inh pilot replicates=5.0;MK inhibit pilot replicates=0.0;Spn DPM-DC inh pilot screen %=0.0
COc1ccc(-n2c(SCC(=O)NCc3cccs3)nnc2-c2ccoc2C)cc1	-10%	i	15	-18%	-1%	8	11%	-9%	-22%
CCn1nc(CC(=O)Nc2nnc(CC(=O)N3CCCC3)s2)c2ccccc2c1=O	4%	i	2	-6%	0%	12	2%	-3%	-13%
CCC(=O)N1CC(C)C(=O)Nc2ccccc21 (stereo not given)	-12%	i	5	-16%	-15%	1	14%	.	-8%
CCCOC(=O)c1cccc(NC(=O)c2cccnc2)c1	29%	i	8	-9%	-2%	8	7%	2%	-5%
Cc1occc1C(=O)Nc1cccc(C(=O)NCc2ccccc2)c1	4%	i	8	-18%	-25%	11	8%	13%	-18%
CCCc1cc(=O)n2[nH]c(C)nc2n1	14%	i	6	0%	-7%	11	3%	14%	-12%
O=C(CN1C(=O)CCSc2ccccc21)Nc1ccccc1	-3%	i	8	-22%	-3%	5	9%	4%	-22%	Spn PMK inh pilot replicates=4.0;MK inhibit pilot replicates=1.5;Spn DPM-DC inh pilot screen %=4.0
CCCn1nc(NS(C)(=O)=O)c2cc3cccc(C)c3nc21	-3%	i	0	-6%	-9%	0	11%	6%	18%
COc1cccc(C(CC(=O)NCCN2CCOCC2)NS(=O)(=O)c2ccc(C)cc2)c1OC (stereo not given)	-3%	i	7	-10%	-3%	7	11%	13%	-7%
CC(=O)OCC1=C(C(=O)O)N2C(=O)[C@@H](NC(=O)Cc3cccs3)[C@H]2SC1	.	i	0	-4%	12%	3	10%	16%	-3%	Spn PMK inh pilot replicates=4.5;MK inhibit pilot replicates=1.0;Spn DPM-DC inh pilot screen %=3.0
O=C(CSCSCC(=O)NCC1CCCO1)NCC1CCCO1 (stereo not given)	2%	i	16	-18%	-8%	0	11%	13%	-2%
CCCCNCCCOc1cccc(Cl)c1	4%	i	3	-4%	-7%	0	21%	.	2%
CC(C)C(=O)Nc1nnn(C)n1	-15%	i	16	.	-1%	3	14%	2%	.
Cc1onc(-c2ccccc2)c1C(=O)NCc1ccco1	-1%	i	1	6%	0%	4	6%	-3%	9%
CC(C)C1=C2CCCCC2NC(=O)N1 (stereo not given)	-1%	i	14	0%	3%	0	4%	13%	5%
Fc1cccc(-c2cc3nc4c(c(N5CCOCC5)n3n2)CCCC4)c1	2%	i	19	8%	-7%	8	10%	12%	-2%

Pulled by compound from above (2):
SMILES	HT1080 viability	Spn DPM-DC inh	Spn PMK inh	HPDE-C7 cytotoxicity	Bfl-1 inhibitors	MK inhibit	TNAP inhibition	LYP phosphatase	KRASV12 cytotoxicity	others
CCCn1c(SCC(=O)NCc2ccco2)nnc1C(C)C	-23%	i	13	0%	-2%	5	12%	6%	-11%
COc1ccccc1NC(=O)CC1C(=O)NCCN1C(=O)Nc1ccc(Cl)c(Cl)c1 (stereo not given)	8%	i	2	13%	4%	6	9%	-4%	19%

15 compounds out of the list, arranged by molar mass, ascending.
SMILES	HT1080 viability	Spn DPM-DC inh	Spn PMK inh	HPDE-C7 cytotoxicity	Bfl-1 inhibitors	MK inhibit	TNAP inhibition	LYP phosphatase	KRASV12 cytotoxicity	others
CC(C)C1=C2CCCCC2NC(=O)N1 (stereo not given)	-1%	i	14	0%	3%	0	4%	13%	5%
O=c1cc(-c2ccncc2)oc2ccccc12	10%	i	0	2%	-12%	6	11%	7%	3%
CCC(=O)N1CC(C)C(=O)Nc2ccccc21 (stereo not given)	-12%	i	5	-16%	-15%	1	14%	.	-8%
Cc1onc(-c2ccccc2)c1C(=O)NCc1ccco1	-1%	i	1	6%	0%	4	6%	-3%	9%
CCCOC(=O)c1cccc(NC(=O)c2cccnc2)c1	29%	i	8	-9%	-2%	8	7%	2%	-5%
COc1ccc(C(=O)NCCCCCC(=O)O)cc1OC	4%	i	0	-11%	-1%	7	12%	0%	10%	Spn PMK inh pilot replicates=2.0;MK inhibit pilot replicates=0.0;Spn DPM-DC inh pilot screen %=2.5
O=C(CN1C(=O)CCSc2ccccc21)Nc1ccccc1	-3%	i	8	-22%	-3%	5	9%	4%	-22%	Spn PMK inh pilot replicates=4.0;MK inhibit pilot replicates=1.5;Spn DPM-DC inh pilot screen %=4.0
CCCn1nc(NS(C)(=O)=O)c2cc3cccc(C)c3nc21	-3%	i	0	-6%	-9%	0	11%	6%	18%
Cc1occc1C(=O)Nc1cccc(C(=O)NCc2ccccc2)c1	4%	i	8	-18%	-25%	11	8%	13%	-18%
O=C(CSCSCC(=O)NCC1CCCO1)NCC1CCCO1 (stereo not given)	2%	i	16	-18%	-8%	0	11%	13%	-2%
CC(=O)OCC1=C(C(=O)O)N2C(=O)[C@@H](NC(=O)Cc3cccs3)[C@H]2SC1	.	i	0	-4%	12%	3	10%	16%	-3%	Spn PMK inh pilot replicates=4.5;MK inhibit pilot replicates=1.0;Spn DPM-DC inh pilot screen %=3.0
CCn1nc(CC(=O)Nc2nnc(CC(=O)N3CCCC3)s2)c2ccccc2c1=O	4%	i	2	-6%	0%	12	2%	-3%	-13%
COc1ccc(-n2c(SCC(=O)NCc3cccs3)nnc2-c2ccoc2C)cc1	-10%	i	15	-18%	-1%	8	11%	-9%	-22%
Cn1c(=O)cc(OCC(=O)NCCCN2CCN(c3cccc(Cl)c3)CC2)c2ccccc21	2%	i	0	28%	7%	4	14%	8%	36%	Spn PMK inh pilot replicates=5.0;MK inhibit pilot replicates=0.0;Spn DPM-DC inh pilot screen %=0.0
COc1cccc(C(CC(=O)NCCN2CCOCC2)NS(=O)(=O)c2ccc(C)cc2)c1OC (stereo not given)	-3%	i	7	-10%	-3%	7	11%	13%	-7%

(list continues)
SMILES	HT1080 viability	Spn DPM-DC inh	Spn PMK inh	HPDE-C7 cytotoxicity	Bfl-1 inhibitors	MK inhibit	TNAP inhibition	LYP phosphatase	KRASV12 cytotoxicity	others
O=C(Cn1nnc(-c2ccc(S(=O)(=O)N3CCCC3)cc2)n1)Nc1ccccc1-n1cccc1	19%	i	9	6%	12%	5	10%	4%	1%
CN1C(=O)N(C)C2(c3ccccc3)NC(=O)NC12c1ccccc1 (stereo not given)	1%	i	14	2%	-1%	14	9%	10%	-9%
COc1ccc2nc(NC(=O)c3cnccn3)sc2c1	4%	i	3	-1%	-3%	2	5%	.	5%
CCOc1ccc2c(c1)sc1nc(C(=O)OC)cc(=O)n12	2%	i	4	-7%	1%	11	14%	7%	-14%	Spn PMK inh pilot replicates=3.5;MK inhibit pilot replicates=0.0;Spn DPM-DC inh pilot screen %=0.0
CN1CCN(C(=O)c2cc3c(ccc4ccccc43)oc2=O)CC1	-17%	.	3	-3%	2%	15	4%	.	0%
O=C(Cc1c(F)cccc1Cl)NCC1CCCO1 (stereo not given)	4%	i	11	-14%	-7%	6	6%	-3%	3%
CCOC(=O)C(CC)Sc1ncnc2nc[nH]c12 (stereo not given)	0%	i	13	-7%	-11%	5	16%	18%	7%	Spn PMK inh pilot replicates=0.0;MK inhibit pilot replicates=4.0;Spn DPM-DC inh pilot screen %=5.5
